High-throughput results from PubChem.
AMPAR-TARP mod = modulators of AMPA receptor GluA2-stargazin complexes; O88602+P19491; HEK293 GluA2+stargazin, membrane potential dye (FDSS), glutamate EC50; hits were called plate by plate, in both directions; calls only at 30 µM; actives 3.5% (n = 40,000); AID 1259245;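 active = any of four per-well response measures lying three or more SD from its plate-wide compound average, in either direction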
Target sequence (O88602 whole entry, looked up): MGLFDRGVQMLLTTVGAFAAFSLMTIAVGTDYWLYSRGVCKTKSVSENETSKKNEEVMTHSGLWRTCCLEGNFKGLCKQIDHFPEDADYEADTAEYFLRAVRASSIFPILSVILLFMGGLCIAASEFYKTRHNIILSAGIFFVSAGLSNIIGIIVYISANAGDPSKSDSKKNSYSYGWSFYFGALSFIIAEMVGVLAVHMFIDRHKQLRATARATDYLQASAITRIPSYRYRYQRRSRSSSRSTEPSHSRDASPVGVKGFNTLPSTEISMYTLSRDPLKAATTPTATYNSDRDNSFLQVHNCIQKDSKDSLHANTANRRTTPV
Target sequence (P19491 whole entry, looked up): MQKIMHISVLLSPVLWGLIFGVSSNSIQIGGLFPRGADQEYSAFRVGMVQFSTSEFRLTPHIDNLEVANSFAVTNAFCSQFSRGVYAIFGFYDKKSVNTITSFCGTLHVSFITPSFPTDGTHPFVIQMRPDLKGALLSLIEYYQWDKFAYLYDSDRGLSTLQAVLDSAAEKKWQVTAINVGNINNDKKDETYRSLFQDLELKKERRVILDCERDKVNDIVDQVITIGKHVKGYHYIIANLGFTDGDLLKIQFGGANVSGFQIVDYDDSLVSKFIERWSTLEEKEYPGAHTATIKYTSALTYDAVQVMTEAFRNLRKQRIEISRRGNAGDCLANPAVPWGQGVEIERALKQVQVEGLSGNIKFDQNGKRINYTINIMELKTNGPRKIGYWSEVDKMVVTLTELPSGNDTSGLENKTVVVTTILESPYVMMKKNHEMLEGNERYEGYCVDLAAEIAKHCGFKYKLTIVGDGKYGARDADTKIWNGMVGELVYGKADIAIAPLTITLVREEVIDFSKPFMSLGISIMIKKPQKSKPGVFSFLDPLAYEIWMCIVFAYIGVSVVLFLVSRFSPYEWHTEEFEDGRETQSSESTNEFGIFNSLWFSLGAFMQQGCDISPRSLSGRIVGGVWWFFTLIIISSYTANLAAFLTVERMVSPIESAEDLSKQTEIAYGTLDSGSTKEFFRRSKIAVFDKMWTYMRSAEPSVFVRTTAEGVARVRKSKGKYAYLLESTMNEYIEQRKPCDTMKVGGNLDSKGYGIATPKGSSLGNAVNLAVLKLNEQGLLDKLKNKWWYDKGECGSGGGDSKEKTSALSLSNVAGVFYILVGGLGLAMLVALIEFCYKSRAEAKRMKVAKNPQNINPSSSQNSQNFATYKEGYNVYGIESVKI
AMPAR-TARP mod agonism max-min = further read-out of AMPAR-TARP mod, marked with its call; compound max-min signal; compound-alone response (agonism);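 unitless range of fluorescence divided by baseline over first 100 seconds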
AMPAR-TARP mod glutamate slope = recorded beside AMPAR-TARP mod, whose call it bears; glutamate slope, % of max; measured here: glutamate response slope, % max;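 scaled per plate between vehicle wells and maximal 1 mM glutamate control wells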
* marks the source's active call; other numbers are inactive results; i = inactive; + = active, no number; & = joins results of further samples. Only part of the results is shown. The share of hits here may be higher or lower than overall.

SMILES	AMPAR-TARP mod	AMPAR-TARP mod agonism max-min	AMPAR-TARP mod glutamate slope
Fc1cccc(Cl)c1CN1CCC(c2nnc(C3CC3)o2)CC1	i	0.073	59
CCOC(=O)c1sc(NC(=O)CS(=O)(=O)Cc2ccccc2)nc1-c1ccccc1	i	0.14	44
Cc1sc(NC(=O)c2ccc(C#N)cc2)c(-c2nc3ccccc3s2)c1C	i	0.082	25
CC(C)(C)NC(=O)c1ccncc1	i	0.081	62
Cc1ccc(NC(=O)CC2SC(=O)N(CC(=O)c3ccccc3)C2=O)c(C)c1 (centres undefined)	i	0.071&0.029	34&97
COc1ccc(N2C(=O)C3N=NN(CC(=O)NCc4ccccc4)C3C2=O)cc1OC (centres undefined)	i	0.095	57
COc1ccccc1NC(=O)CN1CCC(c2nnc(-c3ccco3)o2)CC1	i	0.06	64
Cc1cc(CNC(=O)C23CC4CC(CC(C4)C2)C3)no1	i	0.066	45
Cc1c(Cl)ccc2sc(N(Cc3ccccn3)C(=O)Cc3ccc(S(C)(=O)=O)cc3)nc12	i	0.057	54
CCC(CO)NC(=O)C(=O)Nc1ccc(C)c(Cl)c1 (centres undefined)	i	0.11	55
CCOC(=O)c1ccc(NC(=S)N2CCc3ccccc3C2)cc1	i	0.12	58
O=C(Nc1ccc2ncsc2c1)c1ccc2c(c1)OCCO2	i	0.05	64
Cc1ccc(S(=O)(=O)NCC2CCN(C(=O)Oc3ccccc3)CC2)s1	i	0.12	60
c1cn(-c2ccc(SC3CCCC3)nn2)cn1	i	0.049	50
COC(=O)C1=C(N)OC2=C(C(=O)CC(C)(C)C2)C1c1cccs1 (centres undefined)	i	0.027	37
CS(=O)(=O)c1ccc(NC(=O)c2ccc(Cl)c(S(=O)(=O)N3CCCC3)c2)cc1	i	0.086	48
COCCn1c(N2CCN(Cc3ccccc3F)CC2)nc2c1c(=O)[nH]c(=O)n2C	i	0.097	5
O=C(CSc1nc(=O)n(Cc2ccco2)c2c1CCC2)NC1CCCCC1	i	0.045	63
CC(=O)c1cc(C(=O)OCC(=O)Nc2ccc(C(C)C)cc2)c2ccccn12	i	0.092	58
NC(=O)Cc1csc(NC(=O)c2csc(Nc3ccc(OC(F)F)cc3)n2)n1	i	0.15	53
Cc1ccc(-n2ncc3c(=O)n(NC(=O)/C=C/c4ccc([N+](=O)[O-])cc4)cnc32)cc1C	i	0.099	51
COc1ccc(S(=O)(=O)N2CCC(c3nnc(-c4ccco4)o3)CC2)cc1	i	0.11	48
CC(=O)Nc1ccc(NC(=O)C(=O)NCC2CCN(Cc3ccccc3)CC2)cc1	i	0.12	63
O=C(CN1CCCCC1)Nc1nc2ccccc2s1	i	0.024	59
Cc1cc(NC(=O)c2cc3ccccc3o2)n(-c2nc(-c3cccs3)cs2)n1	i	0.077	20

Carrying on.
SMILES	AMPAR-TARP mod	AMPAR-TARP mod agonism max-min	AMPAR-TARP mod glutamate slope
O=C(Cc1csc(Nc2cccc(Cl)c2)n1)NCc1cccs1	i	0.16	80
O=C(COc1ccc(Cl)cc1)Nc1nnc(CS(=O)(=O)c2ccccc2)o1	i	0.094	50
O=C(C1CCCCC1)N1CCN(C2c3ccccc3-c3ccccc32)CC1	i	0.05	53
COc1cccc(OC)c1C(=O)N1CCN(c2nccn2C)CC1	i	0.098	57
Cc1ccsc1C(O)CNS(=O)(=O)CCc1ccccc1 (centres undefined)	i	0.12	52
CCCC(=O)N(Cc1ccco1)c1nc2c(C)ccc(C)c2s1	i	0.11	58
COc1ccc(S(=O)(=O)N2CCCOC2CNC(=O)C(=O)NCc2cccnc2)cc1 (centres undefined)	i	0.079	58
CCc1ccc(NC(=O)CSc2ncc(S(=O)(=O)c3cccs3)c(N)n2)cc1	i	0.12	67
O=C(NCCN1CCC(c2cccs2)CC1)C12CC3CC(CC(C3)C1)C2	i	0.062	61
Cc1ccc(-c2noc(-c3cn(CC(=O)Nc4ccc(C)cc4C)c4nc(C)ccc4c3=O)n2)cc1	i	0.061	21
CC(=O)N1CCN(S(=O)(=O)c2ccc(C(=O)Nc3ccc(F)cc3)cc2)CC1	i	0.11	69
COc1ccc(-c2ccc(=O)n(CCCNC(=O)c3cccs3)n2)cc1	i	0.094	62
COc1ccc(-c2ccc(N3CCCC(C(=O)N4CCOCC4)C3)nn2)cc1 (centres undefined)	i	0.17	37
COc1cccc(N2CC(c3nc4ccccc4n3Cc3cccc(C)c3)CC2=O)c1 (centres undefined)	i	0.15	78
Cc1cc(C(=O)N(CCc2ccccc2)Cc2ccccn2)c(C)o1	i	0.062	51
Cn1cc(C(=O)N2CCCC2)cc(NC(=O)C(C)(C)Oc2ccc(Cl)cc2)c1=O	i	0.053	55
CCOC(=O)CCC(=O)NCC1CCN(S(C)(=O)=O)CC1	i	0.059	41
O=C(Cc1cc(-c2ccc3c(c2)OCO3)on1)N1CCOCC1	i	0.069	38
CN1CCN(C(CNC(=O)C2CCN(S(C)(=O)=O)CC2)c2ccc(F)cc2)CC1 (centres undefined)	i	0.056	52
COc1ccc(CCC(=O)NCC(C)(O)CCSC)cc1 (centres undefined)	i	0.073	54
COc1ccccc1CCNC(=O)c1cnn2c(C(F)F)cc(C)nc12	+	0.041*	57*
COCCN1CCC(CNS(=O)(=O)c2ccc3c(c2)OCCO3)CC1	i	0.054	51
CS(=O)(=O)Nc1ccccc1C1=NN(C(=O)c2ccccc2F)C(c2ccco2)C1 (centres undefined)	i	0.055	82
O=C(NC1CCS(=O)(=O)C1)c1cccc(C(F)(F)F)c1 (centres undefined)	i	0.05	44
CCOCC(=O)Nn1cnc2c(cnn2C(C)(C)C)c1=O	+	0.11*	6.0*

3 entries out of the list above, sorted by the value under AMPAR-TARP mod glutamate slope, descending:
SMILES	AMPAR-TARP mod	AMPAR-TARP mod agonism max-min	AMPAR-TARP mod glutamate slope
O=C(Cc1csc(Nc2cccc(Cl)c2)n1)NCc1cccs1	i	0.16	80
COc1cccc(N2CC(c3nc4ccccc4n3Cc3cccc(C)c3)CC2=O)c1 (centres undefined)	i	0.15	78
COc1ccc(-c2ccc(=O)n(CCCNC(=O)c3cccs3)n2)cc1	i	0.094	62

Next part.
SMILES	AMPAR-TARP mod	AMPAR-TARP mod agonism max-min	AMPAR-TARP mod glutamate slope
O=S(=O)(Cc1ccccc1)N1CCN(c2ccc(Nc3ccncc3)nn2)CC1	i	0.25	44
COc1ccc(Cc2nnc(C3CCN(C(=O)c4cn(C)nc4OC)CC3)s2)cc1	i	0.11	63
COc1cc(-c2ccc(SCC(=O)N3CCCc4ccccc43)nn2)cc(OC)c1OC	i	0.031	61
CCC(C)NC(=O)C(=O)NC1CC1 (centres undefined)	i	0.097	51
Cc1ccc(NC(=O)C(=O)N2CCN(Cc3ccccc3)CC2)c([N+](=O)[O-])c1	i	0.13	58
COc1ccc(C(=O)NC2CCCC(O)C2)cc1 (centres undefined)	i	0.14	78
CC(C)OCC(O)CN1CCN(c2ccccc2F)CC1 (centres undefined)	i	0.029	46
Cc1cc(C)nc(SCc2c(C(=O)N3CCc4ccccc4C3)nnn2-c2ccccc2)n1	i	0.062	56
CCCCc1ccc(NC(=O)CCc2csc(NC(=O)c3ccco3)n2)cc1	i	0.12	52
CC(=O)Cn1c(=O)c2c(nc3n(-c4ccc(Cl)cc4)c(-c4ccccc4)cn23)n(C)c1=O	i	0.034	65
Cc1ccc(S(=O)(=O)N(Cc2ccc(Cl)c(Cl)c2)C(=O)N2CCN(C)CC2)cc1	i	0.074	60
COc1ccc(C)c2sc(N3CCN(C(=O)Cc4ccc(S(C)(=O)=O)cc4)CC3)nc12	i	0.067	45
CC(C)CCN1C(=O)C(C)(C)COc2cc(NC(=O)COc3ccccc3)ccc21	i	0.06	67
COc1ccc(Cl)cc1S(=O)(=O)N1CCN(C)CC1	i	0.099	73
CC(C)Cn1c(=O)c2c(nc3n2CCCN3c2ccc(Oc3ccccc3)cc2)n(C)c1=O	i	0.1	32
CN(C)S(=O)(=O)N1CCN(CC(O)COc2ccc3ccccc3c2)CC1 (centres undefined)	i	0.082	53
COc1ccc(CC(=O)NCCOc2ccc3nnc(-c4ccccc4)n3n2)cc1	i	0.052	28
COc1ccc(Cn2c(=O)c3nccnc3n(Cc3cc(C)ccc3C)c2=O)cc1	i	0.12	68
CN1C(=O)CCc2cc(NC(=O)Nc3ccccc3C(F)(F)F)ccc21	i	0.1	64
CSCCC(C)(O)CNC(=O)c1cc2ccccc2o1 (centres undefined)	+	0.084*	48*
Cc1nc(Nc2ccc(SC(F)F)cc2)nc(N2CCOCC2)c1[N+](=O)[O-]	i	0.11	57
CC(NC(=O)c1nc(-c2cnccn2)no1)c1ccccc1 (centres undefined)	i	0.1	53
CN(C)C(CNC(=O)C(=O)Nc1ccc(F)c(F)c1)c1cccn1C (centres undefined)	i	0.057	44
CCSc1ccccc1C(=O)NCC#CCN1CCc2ccccc2C1	i	0.049	58
COc1ccc(CC(=O)N2CCN(c3ccc(-c4ccccc4OC)nn3)CC2)cc1OC	i	0.018	22

Compound profiles, from the list above. Screens in order: AMPAR-TARP mod	AMPAR-TARP mod agonism max-min	AMPAR-TARP mod glutamate slope
Record of CN1C(=O)CCc2cc(NC(=O)Nc3ccccc3C(F)(F)F)ccc21 = i	0.1	64
Record of COc1ccc(CC(=O)N2CCN(c3ccc(-c4ccccc4OC)nn3)CC2)cc1OC = i	0.018	22
Record of COc1ccc(Cn2c(=O)c3nccnc3n(Cc3cc(C)ccc3C)c2=O)cc1 = i	0.12	68
Record of COc1cc(-c2ccc(SCC(=O)N3CCCc4ccccc43)nn2)cc(OC)c1OC = i	0.031	61
Record of O=S(=O)(Cc1ccccc1)N1CCN(c2ccc(Nc3ccncc3)nn2)CC1 = i	0.25	44

The list goes on.
SMILES	AMPAR-TARP mod	AMPAR-TARP mod agonism max-min	AMPAR-TARP mod glutamate slope
CCOc1ccc(S(=O)(=O)Nc2ccccc2C(=O)NCC2CCCO2)cc1 (centres undefined)	i	0.037	56
Cc1ccc(OCC(O)CSc2ccccn2)c(C(C)(C)C)c1 (centres undefined)	i	0.15	51
CCN(CC)C(=O)CN1CCN(c2nccn2-c2cccc(Cl)c2)CC1	i	0.027	12
O=C(NCc1ccc2c(c1)OCO2)C(=O)Nc1ccc(OC(F)(F)F)cc1	i	0.091	57
CCC(O)(CC)C12CC3CC(CC(C3)C1)C2	i	0.058	54
O=C(CCCc1ccccc1)NCCn1ncc2c(N3CCN(c4ccc(F)cc4)CC3)ncnc21	i	0.06	54
CS(=O)(=O)N1CCCCC1C(=O)N(CC1CCCO1)c1nc2ccccc2s1 (centres undefined)	i	0.093	66
CN(C)C(CNC(=O)c1ccco1)c1cccs1 (centres undefined)	i	0.039	48
CCCOc1cn(-c2ccc(F)cc2)nc1C(=O)Nc1ccc(OC)c(OC)c1	i	0.081	34
CN(C1CCCC1)S(=O)(=O)c1ccc(C(=O)Nc2nnc(-c3ccccc3Cl)o2)cc1	i	0.097	52
O=C(Nc1ccccc1)c1ccc(=O)n(Cc2cccc(C(F)(F)F)c2)n1	i	0.044	51
O=C(NCCOc1ccc(F)cc1)C(=O)NC1CC1	i	0.16	44
CC(C)N1CCC(CNC(=O)c2ccc(Cl)cc2Cl)CC1	i	0.046	45
Cc1cccc(-n2ncc3c(=O)[nH]c(-n4nc(C)cc4NC(=O)c4c(F)cccc4Cl)nc32)c1	i	0.12	60
O=C(NCCC(c1ccccc1)c1ccccc1)C(=O)Nc1ccon1	i	0.089	53
CCn1c(=NC(=O)CS(=O)(=O)Cc2ccccc2)sc2cc3c(cc21)OCCO3	i	0.11	49
O=C(CCc1csc(NC(=O)c2ccc(F)cc2)n1)NCc1nc(-c2ccccc2)no1	i	0.11	69
CCn1nccc1C(=O)N=c1sc2cc(C)cc(C)c2n1C	i	0.15	57
CC(=O)c1ccc(NC(=O)c2ccc(COc3ccccc3)o2)cc1	i	0.065	48
O=C(Nc1nnc(CCSc2ccccc2)o1)c1ccc([N+](=O)[O-])s1	i	0.13	41
Cc1ccc(NC(=O)c2ccccc2Cl)cc1N1CCCCC1=O	i	0.087	62
CC(C)Sc1cccc(C(=O)Nc2sccc2C(N)=O)c1	+	0.17*	49*
Cc1cn(C)nc1C(=O)Nc1nnc(-c2ccc3c(c2)CCCC3)o1	i	0.12	67
Cc1nc2sccn2c1-c1nnc(SCC(=O)NCc2ccco2)n1C	i	0.092	54
CC(C)c1ccc(NC(=O)CSc2ncc(S(=O)(=O)c3cccc(Cl)c3)c(=O)[nH]2)cc1	i	0.098	52
Cc1cc(-c2nnc(NC(=O)CCS(=O)(=O)c3ccccc3)o2)nn1C	i	0.073	38
COc1ccc(-c2nc3c4cnn(-c5cc(C)cc(C)c5)c4ncn3n2)c(O)c1	i	0.13	59
CN(C)C(=O)CSc1ncnc2sc(-c3ccccc3)cc12	+	0.11*	4.5*

Three entries from above, with bars between the fields:
Structure | AMPAR-TARP mod | AMPAR-TARP mod agonism max-min | AMPAR-TARP mod glutamate slope
COc1ccc(C)c2sc(N3CCN(C(=O)Cc4ccc(S(C)(=O)=O)cc4)CC3)nc12 | i | 0.067 | 45
CN(C)S(=O)(=O)N1CCN(CC(O)COc2ccc3ccccc3c2)CC1 (centres undefined) | i | 0.082 | 53
O=C(CN1CCCCC1)Nc1nc2ccccc2s1 | i | 0.024 | 59
